# Source: PubChem BioAssay (several laboratories)
# TRPC4 PAM: positive allosteric modulators of TRPC4, primary screen, cell-based, mouse TRPC4beta, HEK293 mu-opioid, Fluo-4 calcium. Short transient receptor potential channel 4 (Mus musculus), Q9QUQ5. DAMGO EC20, Fluo-4 Ca2+ flux; active compounds read high. B-score at 10 µM. 310,000 tested, 0.42% active. AID 2227, 2009;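 active = B-score of calcium response area above 5 SD of library B-scores, with initial fluorescence ratio within 5 SD of library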;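 note: B-score of integrated fluorescence ratio over time as area under calcium response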
# MrgX1 allo act: positive allosteric modulators of MrgX1, primary screen, HEK293 cells, Fluo-4 calcium flux. Mas-related G-protein coupled receptor member X1 (Homo sapiens), Q96LB2. FDSS; active compounds read high. B-score at 10 µM. 310,000 tested, 0.63% active. AID 588675, 2011;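 active = plate-corrected calcium response at least 3 library SD above typical, normal starting fluorescence, not activating the receptor alone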;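 note: compound read alongside a low EC10 to EC30 dose of BAM8-22 agonist; peak minus trough fluorescence over baseline measured at the second addition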
# MrgX1 agonist: agonists of human MrgX1 receptor, primary screen, HEK293 cells, Fluo-4 calcium flux. 310,000 tested, 0.44% active. AID 588627, 2011. Mas-related G-protein coupled receptor member X1 (Homo sapiens), Q96LB2. B-score at 10 µM. Fluo-4 calcium fluorescence, agonist mode; active compounds read high;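 active = calcium response B-score plate-corrected fluorescence ratio at least 3 library SD, with starting fluorescence B-score inside 5 SD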
#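 Test system: HEK293 cells stably expressing human MrgX1 receptor; amount: 15,000 cells per well; doses: compound delivered in addition one of three; times: overnight plating before 1 h dye loading; detection: Fluo-4 NW calcium-flux fluorescence, kinetic read; read-out basis: B-scored fluorescence response ratio; controls: positive and negative controls per plate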
# TRPC4 act: activators of mouse TRPC4 channel, primary screen, Fluo4 calcium, HEK293 TRPC4beta/mu-opioid cells | Fluo4 calcium fluorescence; active compounds read high | Short transient receptor potential channel 4 (Mus musculus), Q9QUQ5 | 310,000 tested, 0.49% active | B-score at 10 µM | AID 2237, 2010;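 active = B-score above 5 SD of library B-scores, and initial fluorescence ratio not above library mean plus 5 SD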;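 note: positive B-score marks a calcium rise read as TRPC4 activation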
#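 Incubation: 45 min room-temperature Fluo4 loading, 110 s read / System: HEK293 cells stably co-expressing mouse TRPC4beta and mu-opioid receptor / Signal: Fluo4 fluorescence, kinetic / Control set: buffer (low) and maximal DAMGO (high) / Measure: integrated baseline-normalised fluorescence ratio, converted to per-well B score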
# HIF activator: HIF pathway transcriptional activators, primary screen, cell-based, U2OS HRE-luciferase, luminescence; U2OS HRE-luciferase reporter; normalized: DMSO 0%, desferrioxamine 100%; activation, % at 7.5 µM (by protocol); 300,000 tested, 0.32% active; AID 1910, 2009;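 active = mean activation of at least 10% of the iron chelator positive control signal, with at least half of replicates also reaching 10%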
# TRPC4 block: inhibitors of mouse TRPC4 channel, primary screen, Fluo4 calcium, HEK293 TRPC4beta/mu-opioid cells. AID 2247, 2010. DAMGO-evoked Fluo4 calcium flux; active compounds read low. Short transient receptor potential channel 4 (Mus musculus), Q9QUQ5. B-score at 10 µM. 300,000 tested, 0.39% active;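 active = B-score over 3 SD under the library average, no early fluorescence shift, positive overall ratio signal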
#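 Assay system: HEK293 cells with stable TRPC4beta plus mu-opioid receptor expression. Dosing: single dose. Measured by: Fluo4 Ca2+ flux fluorescence. Also added: DAMGO in two steps, submaximal then maximal. Read-out: B score from integrated Fluo4 fluorescence ratio.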
# MrgX1 antag: antagonists of human MrgX1 receptor, primary screen, HEK293 cells, Fluo-4 calcium flux; Mas-related G-protein coupled receptor member X1 (Homo sapiens), Q96LB2; BAM8-22 antagonism; active compounds read low; B-score at 10 µM; 310,000 tested, 1.3% active;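 active = calcium-response B-score plate-corrected more than 3 library SD below zero, starting fluorescence within 5 deviations, no agonist response on first addition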;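 note: peak minus trough fluorescence over baseline after final BAM8-22 challenge near maximal dose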
# PolyA inhibitor: polyadenylation inhibitors in yeast reporter cells, primary screen, luminescence, S. cerevisiae; 300,000 tested, 0.02% active; S. cerevisiae SKY197-pL101 polyadenylation reporter, beta-gal luminescence; efflux-impaired pdr1/pdr3 knockout yeast; score 100 = 6 SD above DMSO; calls only at 12 µM;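 active = lowest replicate activity score at least 50, where 100 means six control SD above control mean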;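 note: yeast exposed to compound for 9 h at 30 °C; higher score means more reporter readthrough which indicates perturbed polyadenylation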
# TRPC6 act: mouse TRPC6 channel activators, primary screen, cell-based, HEK293, membrane potential dye; B-score at 10 µM; 310,000 tested, 0.13% active; HEK293-TRPC6 membrane potential dye fluorescence; active compounds read high; Short transient receptor potential channel 6 (Mus musculus), Q61143;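 active = B-score of the integrated fluorescence ratio above library mean plus 3 SD, and starting fluorescence ratio within library mean plus 5 SD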;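 note: higher score means more depolarization so channel activation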
# Target sequence (Q61143 whole entry, looked up): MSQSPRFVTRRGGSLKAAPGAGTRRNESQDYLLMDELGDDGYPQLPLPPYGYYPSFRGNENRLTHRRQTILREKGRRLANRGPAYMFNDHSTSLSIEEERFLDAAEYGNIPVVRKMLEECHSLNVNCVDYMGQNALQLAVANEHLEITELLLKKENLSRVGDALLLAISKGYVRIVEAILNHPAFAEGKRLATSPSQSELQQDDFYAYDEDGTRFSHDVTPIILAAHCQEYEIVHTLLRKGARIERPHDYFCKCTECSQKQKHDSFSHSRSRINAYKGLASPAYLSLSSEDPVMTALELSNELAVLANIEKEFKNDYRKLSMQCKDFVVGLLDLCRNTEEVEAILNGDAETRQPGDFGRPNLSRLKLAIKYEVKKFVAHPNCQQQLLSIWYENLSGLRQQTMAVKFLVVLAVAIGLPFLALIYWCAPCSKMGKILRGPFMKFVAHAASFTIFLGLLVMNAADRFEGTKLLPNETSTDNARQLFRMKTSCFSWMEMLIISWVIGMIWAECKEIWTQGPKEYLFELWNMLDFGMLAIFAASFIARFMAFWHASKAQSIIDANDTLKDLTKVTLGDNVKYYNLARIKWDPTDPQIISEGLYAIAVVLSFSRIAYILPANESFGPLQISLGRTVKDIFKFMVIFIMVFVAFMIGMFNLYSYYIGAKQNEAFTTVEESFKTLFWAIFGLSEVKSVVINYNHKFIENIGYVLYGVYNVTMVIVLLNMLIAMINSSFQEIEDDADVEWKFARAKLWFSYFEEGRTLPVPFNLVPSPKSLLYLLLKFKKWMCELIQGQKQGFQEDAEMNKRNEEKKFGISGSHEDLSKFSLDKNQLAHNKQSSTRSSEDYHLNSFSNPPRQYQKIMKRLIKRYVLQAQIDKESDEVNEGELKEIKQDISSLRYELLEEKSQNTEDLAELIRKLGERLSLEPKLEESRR
# AI-2 QS mod: Vibrio harveyi AI-2 quorum sensing modulators, primary screen, JMH597 strain, luminescence/OD600 ratio. Vibrio harveyi JMH597 AI-2 luminescence/OD600 ratio, 9 h; active compounds read low; strain lacks LuxN and CqsS sensors; 0 = neutral-control median. activity change, % at 7.5 µM. 300,000 tested, 0.4% active; in the data active = activity change below about -75%, passing the limit was not always enough;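 note: luminescence divided by OD600 gain over 9 h not by final OD600 alone; inactives centre near 13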
# TRPC6 inhibitor: mouse TRPC6 channel inhibitors, primary screen, cell-based, HEK293, membrane potential dye; Short transient receptor potential channel 6 (Mus musculus), Q61143; B-score at 10 µM; ACh-evoked depolarization; active compounds read low; AID 2553, 2010; 310,000 tested, 1.1% active;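 active = B-score under library mean minus 3 SD, initial fluorescence not abnormally high, positive integrated signal ratio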;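 note: B-score derived from integrated fluorescence ratio over the kinetic read; more negative B-score means stronger inhibition of depolarization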
# Active calls of the source: *; i = inactive; . = no result given.
# Order of results: TRPC4 PAM | MrgX1 allo act | MrgX1 agonist | TRPC4 act | HIF activator | TRPC4 block | MrgX1 antag | PolyA inhibitor | TRPC6 act | AI-2 QS mod | TRPC6 inhibitor
Cc1cc(C)nc(N2CCCC(C(=O)Nc3nnc(C)s3)C2)n1 (stereo not drawn)
→ i | i | i | i | 0.0 | i | i | i | i | 9.5 | i
Cc1ccsc1C1C(C#N)=C(N)OC2=C1C(=O)CC(C)C2 (stereo not drawn)
→ i | i | i | i | -0.1 | i | i | i | i | 9.3 | i
CCOc1ccc(Nc2ncnc3c2cnn3C)cc1
→ i | i | i | i | 1.0 | i | i | i | i | 8.6 | i
O=C(Nc1cccc2ncccc12)c1ccc(F)cc1
→ i | i | i | i | -0.6 | i | i | i | i | 7.5 | i
O=C1CC(c2nc3ccccc3[nH]2)CN1c1ccccc1F (stereo not drawn)
→ i | i | i | i | 0.0 | i | i | i | i | 21.1 | i
CN1CCN(S(=O)(=O)c2ccc(NC(=S)NC(=O)C3CCCC3)cc2)CC1
→ i | i | i | i | -0.5 | i | i | i | i | 18.2 | i
Cc1noc(C)c1CSCC(=O)Nc1cc(Cl)ccc1N1CCOCC1
→ i | i | i | i | -0.2 | i | i | i | i | 16.8 | i
C=CCn1c(SCC)nc2sc3c(c2c1=O)CCc1ccccc1-3
→ i | i | i | i | -0.2 | i | i | i | i | 0.4 | i
CCOc1ccc2nc(NS(=O)(=O)c3ccc4c(c3)n(C)c(=O)n4C)sc2c1
→ i | i | i | i | -0.6 | i | i | i | i | 1.7 | i
Cc1ccc(NS(=O)(=O)c2cccc(C(=O)NNC(=O)c3cccn3C)c2)c(C)c1
→ i | i | i | i | 1.0 | i | -6.68* | i | i | 27.3 | i
Cc1cc(-n2c(C)cc(C(=O)CSc3nnnn3-c3ccccc3)c2C)no1
→ i | i | i | i | 0.0 | i | i | i | i | -1.4 | i
c1ccc2c(CN3CCOCC3)csc2c1
→ i | i | i | i | -0.5 | i | i | i | i | 29.1 | i
O=C(Nc1ccc(O)cc1)c1cccc(Oc2ccc([N+](=O)[O-])cc2)c1
→ i | i | i | i | 1.0 | i | -5.95* | i | i | 2.6 | i
COc1cc(NC(=O)c2ccccc2-n2cnnn2)cc(OC)c1
→ i | i | i | i | -2.1 | i | i | i | i | 16.4 | i
Cn1cnnc1SCc1nc(N)nc(Nc2ccccc2)n1
→ i | i | i | i | 1.9 | i | i | i | i | 14.4 | i
C=CCn1c(C(CC)CC(C)(C)O)n[nH]c1=S (stereo not drawn)
→ i | i | i | i | -0.3 | i | i | i | i | 2.0 | i
COc1ccccc1CNC(=O)COC(=O)c1cccc(S(=O)(=O)N2CCOCC2)c1
→ i | i | i | i | -0.1 | i | i | i | i | 35.0 | i
O=C(c1ccc(S(=O)(=O)N2CCc3ccccc3C2)cc1)N1CCCCC1
→ i | i | i | i | -0.1 | i | i | i | i | 21.1 | i
CC(C)Cc1nnc(NC(=O)CCC(=O)N2CCN(c3ccc([N+](=O)[O-])cc3)CC2)s1
→ i | i | i | i | -0.1 | i | i | i | i | 20.1 | i
CCc1nc2c(sc3nc4c(cc32)COC(C)(C)C4)c(=O)n1CCN(CC)CC
→ i | i | i | i | -0.5 | i | i | i | i | 12.3 | i
COc1ccc2nc(NC(=O)C3CCN(C(=O)c4ccc(F)cc4)CC3)sc2c1
→ i | i | i | i | 1.0 | i | i | i | i | 10.0 | i
O=C(CC(c1ccccc1)(c1ccccc1)c1ccccc1)N[C@@H](Cc1ccc(O)cc1)C(=O)O
→ i | i | i | i | 2.1 | i | i | i | i | 2.0 | i
COc1ccc(C)cc1NC(=O)C(NCC1CCCO1)c1ccccc1 (stereo not drawn)
→ i | i | i | i | 0.2 | i | i | i | i | 36.7 | i
Cn1c(=O)c2ncn(CC(=O)NC3CCCCCC3)c2n(C)c1=O
→ i | i | i | i | 0.4 | i | i | i | i | 3.6 | i
O=[N+]([O-])c1ccc(-c2nn(-c3ccccc3)cc2/C=N/n2c(-c3cccs3)n[nH]c2=S)cc1
→ i | i | i | i | 1.0 | i | i | i | i | 27.1 | i
O=C(c1ccc(F)cc1F)N1CCCc2ccccc21
→ i | i | i | i | 1.7 | i | i | i | i | 3.7 | i
CCN(CC)CCCNc1nc(SC)nc2sc3c(c12)CCN(C)C3
→ i | i | i | i | 0.0 | i | i | i | i | -9.3 | i
COc1ccc(CC(=S)N2CCOCC2)cc1F
→ i | i | i | i | -0.4 | i | i | i | i | 3.0 | i
O=C(Cc1ccccc1)Nc1ccccc1N1CCN(c2ccccc2)CC1
→ i | i | i | i | -0.1 | i | i | i | i | 32.7 | i
COc1cc2c3c(c1)/C(=C1/SC(NC(C)=O)=NC1=O)C(=O)N3C(C)(C)C=C2C
→ i | i | i | i | 0.4 | i | i | i | i | 39.4 | i
Cc1cc(NS(=O)(=O)c2ccc(NC(=O)C(CC(C)C)N3C(=O)c4ccccc4C3=O)cc2)nc(C)n1 (stereo not drawn)
→ i | i | i | i | 0.2 | i | i | i | i | 20.7 | i
CCOc1ccccc1/C=N/NC(=O)c1ccc(Cn2cc([N+](=O)[O-])cn2)o1
→ i | i | i | i | -0.6 | i | i | i | i | 17.2 | i
CCN1CCC(N2CCN(c3ccc(Cl)cc3)CC2)CC1
→ i | i | i | i | -0.1 | i | i | i | i | 10.9 | i
CCOC(=O)c1ccc(Nc2ncccc2[N+](=O)[O-])cc1
→ i | i | i | i | 3.0 | i | -5.8* | i | i | 5.8 | i
Cc1nn(-c2ccccc2)c2nc(C(F)(F)F)[nH]c(=O)c12
→ i | i | i | i | 0.0 | i | i | i | i | 12.6 | i
Cc1ccc(SCCNC(=S)Nc2ccc(C)cc2C)cc1
→ i | i | i | i | -0.2 | i | i | i | i | -4.2 | i
Cc1cc(NC(=O)CSc2nc3ccccc3c(=O)n2C(C)c2ccccc2)no1 (stereo not drawn)
→ i | i | i | i | 0.2 | i | i | i | i | 16.2 | i
O=C(Nc1cccnc1)c1cc(-c2cccnc2)nc2ccc(Br)cc12
→ i | i | i | i | 0.0 | i | i | i | i | 28.3 | i
O=C(NNC1CC(=O)N(c2ccc(Cl)cc2)C1=O)c1ccccn1 (stereo not drawn)
→ i | i | i | i | 0.3 | i | i | i | i | 24.9 | i
NNc1ccc(Cl)nn1
→ i | i | i | i | 0.8 | i | i | i | i | 21.8 | i
Cc1nc(CNC(=O)CC2C(=O)NCCN2Cc2ccoc2)nc2c1CCCC2 (stereo not drawn)
→ i | i | i | i | 0.0 | i | i | i | i | 10.5 | i
c1ccc2c(CSc3ncnc4nc[nH]c34)cccc2c1
→ i | i | i | i | -0.1 | i | i | i | i | 21.1 | i
O=c1[nH]cnc2cc(-c3ccc(Br)cc3)sc12
→ i | i | i | i | 1.2 | i | i | i | i | 18.0 | i
CCOC(=O)Cc1csc(NC(=O)CSc2nncn2C)n1
→ i | i | i | i | -1.8 | i | i | i | i | 13.6 | i
CCN(CC)C(=O)c1ccccc1NS(=O)(=O)c1ccc(C)cc1
→ i | i | i | i | -0.1 | i | i | i | i | 13.5 | i
O=C(Nc1cc(N2CCOCC2)ncn1)NC1(C(F)(F)F)Oc2ccccc2O1
→ i | i | i | i | -0.3 | i | i | i | i | 21.8 | i
CCOC(=O)C1=C(C)NC(C)=C(C(=O)OCC)C1c1cccs1
→ i | i | i | i | . | i | i | . | i | -0.7 | i
NC(=O)C1CCN(c2nc(-c3ccccc3)nc3c2oc2ccccc23)CC1
→ i | . | . | i | 0.7 | i | . | i | i | 21.3 | i
COc1cc(OC)c(OC)cc1CN1CCN(Cc2cccc(F)c2)CC1
→ i | i | i | i | 1.4 | i | i | i | i | 35.3 | i
CC(=O)c1c(C)[nH]c(C(=O)OCC(=O)Nc2ccc3[nH]c(=O)[nH]c3c2)c1C
→ i | i | i | i | 0.0 | i | i | i | i | 8.2 | i
O=C(Nc1ccc(Nc2ccccc2)cc1)c1cc([N+](=O)[O-])ccc1Cl
→ i | i | i | i | -0.1 | i | i | i | i | -22.1 | i
Cc1cc(Oc2ccc(C#N)cc2)nc(NCc2ccccc2)n1
→ i | i | i | i | -0.4 | i | i | i | i | 1.6 | i
Cc1c(NC(=O)C2CCN(S(=O)(=O)c3ccc(Cl)cc3)CC2)c(=O)n(-c2ccccc2)n1C
→ i | i | i | i | -0.1 | i | i | i | i | 37.0 | i
Cc1cc(OCC(=O)NCC(O)c2ccccc2)c2c(C)c(C)c(=O)oc2c1 (stereo not drawn)
→ i | i | i | i | -0.3 | i | i | i | i | 24.4 | i
CCc1nn(C)c(-c2n[nH]c(=S)n2N)c1Cl
→ i | i | i | i | -0.3 | i | i | i | i | 13.9 | i
COc1cc(Cl)c(C)cc1NC(C)C(=O)Nc1cc(C(F)(F)F)ccc1N1CCOCC1 (stereo not drawn)
→ i | i | i | i | -1.1 | i | i | i | i | 7.4 | i
CCn1c(SCc2ccc(Cl)c(Cl)c2)nnc1C(C)NC(=O)c1ccc(OC)cc1 (stereo not drawn)
→ i | i | i | i | 0.1 | i | i | i | i | 9.7 | i
CCCCn1c(SCC(=O)Nc2nccs2)nc2ccccc2c1=O
→ i | i | i | i | -0.2 | i | i | i | i | 14.9 | i
C=CCS/C(N)=N\N=C\c1c(O)ccc2ccccc12
→ i | i | i | i | 3.1 | i | i | i | i | 6.2 | i

# This is a subset; the hit share may differ from the screen's.
